Source: PubChem BioAssay (several laboratories)
NR2E3 ag-1: activates human photoreceptor nuclear receptor NR2E3 | Q9Y5X4 | actives 0.12% (n = 320,000) | GST-NR2E3/biotin-RetCOR TR-FRET, 1536-well | AID 2300 | inhibition of corepressor binding, % at 4.78 µM;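 active = percent inhibition above the cutoff of mean plus 3 SD of all tested compounds, set per screening campaign, cut at about 20% in these data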;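 note: 0% = DMSO wells and 100% = biotin wells as full block of FRET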
Target sequence (Q9Y5X4 whole entry, looked up): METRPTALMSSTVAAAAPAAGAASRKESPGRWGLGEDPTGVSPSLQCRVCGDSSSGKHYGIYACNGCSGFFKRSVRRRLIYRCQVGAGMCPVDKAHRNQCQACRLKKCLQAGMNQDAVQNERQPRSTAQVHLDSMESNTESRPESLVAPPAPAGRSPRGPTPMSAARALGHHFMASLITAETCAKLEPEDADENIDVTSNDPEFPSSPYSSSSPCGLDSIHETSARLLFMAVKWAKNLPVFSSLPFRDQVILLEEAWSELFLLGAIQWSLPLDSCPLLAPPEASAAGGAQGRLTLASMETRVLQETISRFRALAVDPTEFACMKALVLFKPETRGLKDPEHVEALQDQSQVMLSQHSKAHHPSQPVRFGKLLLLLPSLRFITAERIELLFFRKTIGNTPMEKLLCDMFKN
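Test system – NR2E3–RetCOR corepressor complex · Quantity – NR2E3 fusion 1.35 nM · Buffer or medium – Tris pH 7.5 · Incubation – Compound–protein incubation for 5 h at 4 °C · Technique – TR-FRET, Eu(K)-anti-GST donor, streptavidin-D2 acceptor, ex 340, em 617/671 nm · Evaluation – percent inhibition of 671/617 nm emission ratio versus biotin and DMSO controls · Plate – 1536-well format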
TWEAK Fn14 block: blocks TWEAK-Fn14 interaction in a reporter cell assay; TWEAK-stimulated Fn14 reporter cells, luciferase luminescence, 8 h; inhibition, % at 10 µM; actives 2% (n = 360,000); in the data active = inhibition above about 50%
KKLEB cytotox: reduces viability of KKLEB cystic fibrosis airway cells. KKLEB CF airway cells viability, ATPlite luminescence, overnight; active compounds read low; cells stimulated with P. aeruginosa culture filtrate. activity change (cytotoxicity), % at 5 µM. actives 0.36% (n = 360,000). AID 602141;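 active = corrected activity change at or below -50% at 5 µM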
TROY NFkB inh: blocks TROY-dependent signaling in reporter cells. Q293 LMP1-TROYcd NF-kB luciferase reporter, 4 h. inhibition, % at 10 µM. actives 0.98% (n = 360,000);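 active = compounds whose plate-normalised and pattern-corrected inhibition of the luciferase reporter signal at the single screening dose is 50% or more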
HIF-2a block: inhibitors of HIF-2a; 786-0 RCC cells HIF-2a reporter, luciferase luminescence, overnight; inhibition, % at 18.8 µM; actives 0.72% (n = 360,000);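 active = inhibition of the luminescence signal of 40% or more relative to plate controls, in a single-dose primary screen at 18.75 µM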
TRPM1 prom inh: MITF TRPM1 promoter inhibition in SK-MEL-5 cells; SK-MEL-5 TRPM1 promoter luciferase, 24 h; inhibition, % at 12.5 µM; actives 0.83% (n = 330,000); AID 488899;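 active = mean inhibition across replicates of 60% or more, whatever share of single replicates reaches that level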; note: values of inactives mirror those of a sister screen read the other way
NR2E3 ag-2: agonists of human NR2E3 nuclear receptor; actives 0.35% (n = 360,000); inhibition of corepressor binding, % at 3.98 µM; AID 602229; Q9Y5X4; CHO-S Gal4-NCOR/VP16-NR2E3 two-hybrid, luciferase;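 active = inhibition above the mean of all tested compounds plus 3 SD, cut at about 70% in these data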;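 note: 0% = DMSO with NR2E3 transfected cells and 100% = cells lacking NR2E3 construct; higher means lower luciferase signal from less NR2E3 corepressor binding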
Peg3 promoter: reduces Peg3 promoter-driven luciferase expression in HeLa; HeLa PEG-Prom luciferase reporter, luminescence, overnight; actives 1.7% (n = 360,000); inhibition, % at 20 µM;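 active = inhibition of at least 50% at 20 µM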
C8 TRAIL sens: sensitizes caspase-8 expressing cells to TRAIL; NB7+C8 cells + TRAIL, ATPlite viability luminescence; actives 1% (n = 360,000); AID 624354; inhibition (viability loss, TRAIL sensitization), % at 10 µM;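 active = compounds causing at least 50% loss of cell viability in the single-dose screen, relative to plate controls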
CF NFkB inh: cystic fibrosis NF-kB activation inhibition; KKLEB NF-kB-GFP reporter, PAF-induced, GFP fluorescence overnight; inhibition, % at 5 µM; actives 0.86% (n = 360,000); AID 588850;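 active = at least 50% inhibition at 5 µM, scaled per plate between neutral and stimulator controls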;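 note: PAF is a Pseudomonas aeruginosa culture filtrate used as stimulus; plate controls were PAF-stimulated DMSO wells for no effect and unstimulated DMSO wells for full effect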
Shn3 3UTR inh: reduces Shn3 3'UTR luciferase signal in osteoblasts | AID 588674 | actives 0.52% (n = 360,000) | inhibition, % at 12.5 µM | Clone20 osteoblast Shn3 3'UTR firefly luciferase, 24 h;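 active = mean inhibition of at least 75% with every replicate also reaching 75%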;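 note: 0% = median of neutral control wells and 100% = pilot-screen positive control compound; some compounds past the cut are filed as inactive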
* marks the source's active call; other numbers are inactive results; . = no result given.

SMILES	NR2E3 ag-1	TWEAK Fn14 block	KKLEB cytotox	TROY NFkB inh	HIF-2a block	TRPM1 prom inh	NR2E3 ag-2	Peg3 promoter	C8 TRAIL sens	CF NFkB inh	Shn3 3UTR inh
Cc1ccc2nc(NCc3ccco3)c(C=NCc3ccco3)c(=O)n2c1	1	-13	11	-20	4	5	9	-8	-29	6	8
Cc1ccc(Cl)cc1NC(=O)CCS(=O)(=O)c1ccc2c(c1)n(C)c(=O)c(=O)n2C	.	14	-2	17	9	.	-25	-3	-12	-14	3
Cc1cc(C(F)(F)F)n(-c2nc(C(=O)Nc3cccnc3)cs2)n1	-1	14	-2	-2	-18	-7	-23	-6	10	8	4
CCn1c(O)c(N=NC(=O)Cn2ccc(C(F)(F)F)n2)c2ccccc21	-1	-5	-2	12	6	1	-13	2	-2	3	-12
COC(C(=O)Nc1ccc(Br)cc1F)c1ccccc1 (configuration not stated)	1	-15	-1	0	-16	-8	8	-1	-3	-7	10
COC(=O)c1sccc1NC(=O)Nc1ccc(F)cc1	2	12	2	-37	11	-11	-40	7	6	14	-3
COC(=O)[C@@H]1CCCN1Cc1nc(Cc2ccc(OC)c(OC)c2)no1	5	3	-4	7	9	7	-7	-2	-24	11	-8
O=c1ccc2cc3c(-c4ccccc4)coc3cc2o1	.	-25	2	-20	-122	8	-7	5	-12	-37	-18
O=C(NCc1cccc(Cl)c1)c1ccc(-n2ccnc2)c2ccoc12	.	-14	1	-21	-22	.	4	-27	-5	2	2
CC(=O)Nc1cc(S(=O)(=O)Nc2cccc(C)c2)c(C)cc1C	1	-11	8	2	24	-3	-4	11	-7	-4	20
CSc1nnc(Cc2cc(=O)[nH]c(=O)[nH]2)n1-c1cc(C)ccc1C	0	1	1	4	6	-2	-10	2	-1	6	7
CN(C)c1ccc(/C=N/NC(=O)CCc2nc3ccccc3[nH]2)cc1	-2	-4	-2	-3	-1	2	13	9	12	-1	6
COC(=O)c1ccc(CN(C(=O)N2CCN(C)CC2)S(=O)(=O)c2ccc(C)cc2)cc1	-2	7	14	-13	-10	6	10	-13	-25	-7	8
O=C(Nc1cc(C(F)(F)F)cc(C(F)(F)F)c1)Nc1cnn(-c2ccc([N+](=O)[O-])cc2)c1C(F)(F)F	-5	23	-69*	11	57*	70*	-22	96*	47*	77*	60
O=C(Nc1ccc(Cc2ccc(NC(=O)C3CC3)cc2)cc1)C1CC1	1	15	6	13	15	0	3	9	28	17	4
CSc1n[nH]c(/N=C/c2oc(O)c3ccccc23)n1	1	22	2	5	-3	5	-8	2	-5	-17	29
COc1cc(C(=O)NCC(=O)NNC(=O)CN(C)S(=O)(=O)c2ccc(Cl)cc2)cc(OC)c1OC	.	9	8	12	-13	16	-16	-1	-5	-5	1
CCOc1ccc(C(=O)CCC(=O)Nc2ccncc2)cc1	1	2	27	-2	-5	8	-4	-4	3	-44	29
CC1Cc2cc(S(=O)(=O)N3CCN(c4ccccc4F)CC3)ccc2N1C(=O)C1CC1 (configuration not stated)	-4	13	-6	5	2	9	-24	16	18	21	14
COc1cc(N=Nc2cccc(S(N)(=O)=O)c2)c2ccccc2c1N	-2	34	3	30	-34	74*	21	-75	0	-206	-16
Cc1cc(C)nc(N2CCC(C(=O)NCc3cccs3)CC2)n1	-1	11	-1	3	1	-1	0	6	-14	1	9
O=C(c1cc(S(=O)(=O)N2CCOCC2)c(Cl)cc1Cl)N1CCCCC1	2	0	-5	-5	-7	-7	1	8	-11	2	1
CCc1nn(C(C)C(=O)NCCc2ccc(OC)c(OC)c2)c(=O)c2cc3occc3n12 (configuration not stated)	1	-25	1	-8	4	14	-1	11	-3	-10	0
CCCCn1c(C)cc(/C=C(\C#N)C(=O)O)c1C	-1	-8	0	2	8	-4	20	0	-3	-12	-29
CC(C)COc1cccc(C(=O)NC(=S)Nc2cccc(NC(=O)c3ccccc3Cl)c2)c1	3	2	4	-35	22	4	3	-12	0	2	31
CCOC(=O)C1(c2nc(N)cs2)COC(=O)C1 (configuration not stated)	-1	-5	-6	13	18	-2	-5	9	-12	-2	2
CCCCOc1ccc(NC(=O)C(=O)NCCCn2ccnc2)cc1	-3	-8	-3	-6	21	4	-11	31	-2	-3	7
COc1ccc(C(=O)Nc2nc(-c3ccccn3)cs2)cc1S(=O)(=O)N1CCOCC1	.	-3	20	-16	10	24	25	41	18	2	69
COC(=O)c1ccc(NC(=O)CN2CCN(c3cccc(Cl)c3)CC2)cc1	-3	8	-4	18	20	11	9	16	4	14	-1
Cc1ccccc1N(C(=O)CNC(=O)c1ccco1)C(C(=O)NC1CCCCC1)c1ccncc1 (configuration not stated)	5	5	8	2	13	4	23	-4	-7	1	-3
CC1CC1c1ccc(/C=C(\C#N)C(=O)Nc2ccccc2Cl)o1 (configuration not stated)	-3	-8	8	-52	-251	-27	-72	-235	0	-15	-26
COc1ccccc1NS(=O)(=O)c1ccc(NC(=O)N2CCCCC2)cc1	2	10	-3	11	2	-2	24	13	-20	3	8
Cc1ccc(N2C(=O)CS(=O)(=O)CC2=O)cc1	1	-10	-3	4	14	0	7	11	31	-16	0
O=C(NCCF)[C@H]1C[C@@H]1[C@H](NP(=O)(c1ccccc1)c1ccccc1)c1ccccc1	-2	11	-9	13	-15	2	-20	-17	-13	-4	1
Cc1cccc(C(C)Nc2ccc([N+](=O)[O-])cn2)c1 (configuration not stated)	1	36	-1	-19	4	6	-15	11	-6	-32	5
COc1cc(OC)cc(-c2c(Sc3ccccc3)c3cc(-c4ccc(OC)c(OC)c4)ccc3n2C)c1	.	-5	.	8	14	.	-4	.	-10	.	.
O=C(COc1ccc(Cl)cc1Cl)N1CCCC1	-2	-29	-2	-2	-36	5	5	-9	-15	1	-5
Cc1c(N)ccc(-n2nc3ccccc3n2)c1C	-2	-1	0	-41	-118	.	-29	-82	-1	-11	-54
Cc1cc(C(=O)OCC(=O)N2CC(C)OC(C)C2)ccc1[N+](=O)[O-] (configuration not stated)	0	0	9	2	11	5	-2	14	0	1	5
Cc1cc(C)nc(NC(=O)c2ccccc2O)n1	0	12	-2	-6	12	24	-46	3	-5	-16	10

Compound profiles (already shown). Order of values: NR2E3 ag-1, TWEAK Fn14 block, KKLEB cytotox, TROY NFkB inh, HIF-2a block, TRPM1 prom inh, NR2E3 ag-2, Peg3 promoter, C8 TRAIL sens, CF NFkB inh, Shn3 3UTR inh
Listed for `COC(=O)[C@@H]1CCCN1Cc1nc(Cc2ccc(OC)c(OC)c2)no1` : 5, 3, -4, 7, 9, 7, -7, -2, -24, 11, -8
Listed for `COC(=O)c1ccc(NC(=O)CN2CCN(c3cccc(Cl)c3)CC2)cc1` : -3, 8, -4, 18, 20, 11, 9, 16, 4, 14, -1

Other entries follow.
SMILES	NR2E3 ag-1	TWEAK Fn14 block	KKLEB cytotox	TROY NFkB inh	HIF-2a block	TRPM1 prom inh	NR2E3 ag-2	Peg3 promoter	C8 TRAIL sens	CF NFkB inh	Shn3 3UTR inh
CCCc1nnc(NC(=O)c2ccc([N+](=O)[O-])cc2)s1	3	-21	-6	-45	-114	-11	-38	-99	-5	8	-32
COCC(=O)Oc1cc(-c2ccc(C)cc2C)c(OC(=O)COC)c(-c2ccc(C)cc2C)c1	.	10	-14	0	-127	.	69	-113	19	50	25
O=C(O)c1ccc2c(=O)n(-c3ccc(F)cc3)c(=S)[nH]c2c1	-1	-4	-3	-4	15	4	-13	8	-10	4	7
CCOC(=O)CN(C(=O)c1ccccc1)c1ccccc1C	-1	-13	-5	-11	9	17	-7	17	-11	10	15
CCC(Cc1ccccc1)NC(=O)C1CCN(S(=O)(=O)c2c(C)noc2C)CC1 (configuration not stated)	5	38	-6	3	-18	4	16	4	13	-4	18
Fc1ccc(CNc2nc3ccccc3n3nnnc23)cc1	0	-18	0	3	-134	-14	-43	-103	0	-37	-6
O=C(N/C(=C\c1cccnc1)C(=O)N1CCCCC1)c1cccc(Br)c1	5	-24	8	-11	8	4	-2	-5	0	-3	-9
CCOC(=O)CNC(=O)CSc1nnc(-c2ccccc2)n1Cc1ccco1	2	2	-9	-3	17	3	-16	7	-3	0	-7
CC(NC(=O)/C=C/c1ccco1)c1nc2ccccc2n1Cc1c(Cl)cccc1Cl (configuration not stated)	0	31	4	-19	10	8	-27	12	-10	-3	-4
Nc1nc(Nc2cccc(Cl)c2)nc(NCc2ccco2)c1[N+](=O)[O-]	-2	8	-17	-41	-280	-18	-42	-63	-7	1	-11
COc1ccccc1CN1CCNC(=O)C1CC(=O)N(C)Cc1nc(C)cs1 (configuration not stated)	-1	2	14	6	8	9	-19	15	-8	-6	8
Cc1ccc(S(=O)(=O)N(C)C)cc1NC(=O)CSc1nncs1	-4	7	1	0	-4	-4	-14	4	-10	2	13
Cc1nc(SCC(=O)Nc2cccnc2Cl)nc(C)c1C	-3	10	-9	-9	13	6	18	8	-5	10	23
CCOc1cc(/C=N/NC(=O)c2nnn(-c3nonc3N)c2C)ccc1OCc1ccc(C)cc1	.	-47	-19	-30	13	.	-7	4	38	35	0
O=S(=O)(c1cc(Cl)cc(Cl)c1O)N1CCC2(CC1)OCCO2	1	11	0	-9	18	8	-5	5	-5	-4	4
c1ccc2c(Cn3nnc4ccccc43)cccc2c1	4	-5	-10	17	11	8	7	12	-16	-5	-4
Cc1cc(C)n(C(C)CNC(=O)c2ccc3c(c2)OCO3)n1 (configuration not stated)	2	48	6	15	5	2	-9	15	-9	17	-12
CC1Cc2ccccc2N1C(=O)CSc1nc2c(c(=O)n(C)c(=O)n2C)n1Cc1ccccc1 (configuration not stated)	4	10	-4	18	-23	-15	-5	37	8	-1	19
Cc1cccc(N2CCN(S(=O)(=O)c3ccc4c(c3)C(C)(C)C(=O)N4C)CC2)c1C	0	13	-9	-10	11	11	12	-4	9	20	18
Cc1cccc(C)c1NC(=O)C1CCCN1S(=O)(=O)c1ccc2c(c1)n(C)c(=O)c(=O)n2C (configuration not stated)	0	-9	5	-10	10	-4	-3	-7	-4	-1	-8
Clc1ccc(-c2nnnn2-c2ccc(Cl)cc2)cc1	1	0	1	-1	16	-11	-9	21	-3	8	16
CC(C)C(=O)N1CCN(c2cc(N3CCN(C)CC3)c(F)cc2[N+](=O)[O-])CC1	3	8	29	4	10	6	-1	1	6	-20	10
Cn1c(SCC(=O)N2CCCC2)nnc1-c1ccc(S(=O)(=O)N2CCCC2)cc1	1	13	-3	0	14	-6	-16	2	5	16	12
CCOC(=O)C1CCN(CC(O)COc2ccc(C(C)(C)C)cc2)CC1 (configuration not stated)	-2	10	-1	8	14	-15	-8	9	-1	16	3
COc1ccc(NCc2cc(=O)[nH]c3ccccc23)cc1	.	-6	3	1	6	13	-19	-5	-4	6	-10
CCCCOC(=O)C1C2C=C[C@]3(CN(CCCOC)C(=O)[C@H]13)O2 (some centres not stated)	0	2	-5	0	8	5	-27	6	-5	-3	15

Some of the compounds tested; the hit share may differ from the screen's.
